# High-throughput results as filed in PubChem.
# IL-1B inflam inh – inflammasome signaling inhibition, IL-1 beta readout. THP-1 LPS/ATP IL-1B secretion, AlphaLISA, 16 h; active compounds read low. activity change, % at 57.5 µM. 360,000 compounds, 4.7% hits. AID 743279; in the data active = activity change below about -50%; inconclusive = mostly about -30% to -49%; also: % is scaled to controls: 0 for no effect and ±100 for the full control effect
#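 THP-1 cells pretreated 1 hr with compounds (up to 57.5 uM final), then stimulated with LPS (250 ng/mL final) plus ATP (1.25 mM final); secreted IL-1B measured by AlphaLISA after 16 hr, decreased signal indicating inhibition.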
# MCF10A rerep – induces DNA re-replication in MCF 10a normal breast cells. MCF 10A DNA re-replication, Hoechst nuclear intensity, 48 h. Potency, µM (top dose mostly 46.1 µM), inactives show at the top dose activity, positive = re-replication, most hits filed as activators. 350,000 compounds, 2.9% hits. AID 624296; also: potency is read from the fitted curve at half-maximal effect; % of control where 0% means no effect; nearly all actives have a fitted effect of over 50% in size
# HEK293 tox – cytotoxic in the GLP-1 receptor inverse agonist counter-screen; AID 624418; Potency, µM (doses to about 38.3 µM), without a hit: at the top dose activity change, negative = inhibition, actives largely listed as inhibitors; HEK293 cAMP-luciferase reporter cells, luminescence, 24 h; 410,000 compounds, 0.13% hits;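 also: loss of luciferase light is scored as toxicity; potency is read from the fitted curve at half-maximal effect; % is scaled to controls: 0 for no effect and ±100 for the full control effect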
#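 MLSMR compounds, 24 hr on cells at 37 deg C/5% CO2; luminescence after luciferase reagent (12 min RT). Inhibition counted as the undesired cytotoxic outcome.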
# SW480 rereplic – induces DNA re-replication in SW480 colon adenocarcinoma cells; AID 624297; Potency, µM (series often up to 46.1 µM), without a hit: at the top dose re-replication activation, usual class: activators; 340,000 compounds, 1.8% hits; SW480 DNA re-replication, Hoechst DNA content imaging, 48 h; also: potency is read from the fitted curve at half-maximal effect; % of control where 0% means no effect; nearly all actives have a fitted effect of over 55% in size
#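 Hoechst fluorescence of nuclei (405 nm excitation, 500-530 nm emission) measured by plate-scanning imager after 48 hr compound exposure at 37 C; re-replication scored as increased number of nuclei with elevated intensity.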
# HT1080NT lethal – kills 2HG-producing HT-1080-NT fibrosarcoma cells; 360,000 compounds, 1.6% hits; Potency, µM (titrated, usually from 46.1 µM), without a hit: top-dose activity, negative = less viability, most hits filed as cytotoxic; HT-1080-NT fibrosarcoma viability, CellTiter-Glo ATP luminescence, 48 h; AID 686970;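 also: NT is the 2HG producing partner of a matched IDH1 knockdown line; potency is read from the fitted curve at half-maximal effect; 0% = DMSO-treated cells and -100% = media-only wells without cells; nearly all actives have a fitted effect of over 55% in size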
#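 HT-1080-NT; 750 cells/well; 5% FBS RPMI; 48 h compound, 37 degrees C; CellTiter-Glo luminescence; curve fitting and curve-class assignment.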
# D3 ag – activates the human D3 dopamine receptor; 410,000 compounds, 0.58% hits; D3R DiscoveRx beta-arrestin cells, luminescence, 90 min; max activation, %; P35462; in the data active = max activation above about 30%; also: 0% is about no effect; mostly tested at two doses, the higher about 12 µM
# Target sequence (P35462 whole entry, looked up): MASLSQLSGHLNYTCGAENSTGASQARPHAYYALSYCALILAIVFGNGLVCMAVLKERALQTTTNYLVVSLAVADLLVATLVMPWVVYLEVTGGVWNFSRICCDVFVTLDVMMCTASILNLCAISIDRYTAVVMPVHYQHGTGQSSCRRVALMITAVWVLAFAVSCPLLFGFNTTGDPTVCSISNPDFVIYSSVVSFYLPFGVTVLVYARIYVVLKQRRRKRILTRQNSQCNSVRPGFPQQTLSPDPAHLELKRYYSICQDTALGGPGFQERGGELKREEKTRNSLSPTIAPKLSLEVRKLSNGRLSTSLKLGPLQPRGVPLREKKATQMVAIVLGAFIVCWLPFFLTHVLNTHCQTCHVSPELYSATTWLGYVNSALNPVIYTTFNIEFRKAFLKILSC
#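 Cells at 1500/well, incubated overnight, then treated with pinned compounds (dopamine as control) for 90 min at 37 degrees C. DiscoveRx reagent added for 30 - 60 minutes at room temperature; luminescence read.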
# HT1080 IDH1KD tx – HT-1080 IDH1 knockdown cell toxicity (counter line); HT-1080 IDH1 knockdown viability, ATP luminescence, 48 h; Potency, µM (titrated, usually from 46.1 µM), for the others: at the top dose activity, negative = toxicity, actives largely listed as cytotoxic; 360,000 compounds, 2% hits;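 also: potency is read from the fitted curve at half-maximal effect; 0% = DMSO wells and -100% = cell-free medium wells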
#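 Luminescent ATP read-out (CellTiter-Glo, 10 min at room temperature) after 48 h compound exposure at 37 °C gave viability of IDH1-knockdown HT-1080 cells. Activity was normalised to DMSO and cell-free wells, then fitted as concentration-response curves.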
# KB-3-1 tox – kills parental KB-3-1 adenocarcinoma cells. KB-3-1 viability, CellTiter-Glo ATP luminescence, 72 h. Potency, µM (series often up to 46.1 µM), without a hit: at the top dose activity change, negative = cytotoxic, most hits filed as cytotoxic. 400,000 compounds, 1.4% hits. AID 1347075; also: potency is read from the fitted curve at half-maximal effect; % is scaled to controls: 0 for no effect and ±100 for the full control effect; nearly all actives have a fitted effect of over 60% in size
#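 Using CellTiter-Glo luminescence, growth of non-resistant KB-3-1 adenocarcinoma cells is assessed 72 h after pin-tool compound addition at 37 °C. Normalized responses across the concentration series yield fitted curves.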
# KB-V1 cytotox – KB-V1 MDR subline cytotoxicity. KB-V1 MDR cells viability, CellTiter-Glo, 72 h. AID 1347076. Potency, µM (titrated, usually from 46.1 µM), inactives show top-dose activity change, negative = cytotoxicity, usual class: cytotoxic. 400,000 compounds, 3.4% hits; also: potency is read from the fitted curve at half-maximal effect; % is scaled to controls: 0 for no effect and ±100 for the full control effect; nearly all actives have a fitted effect of over 60% in size
#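 Readout: CellTiter-Glo luminescence, 10 min after addition. Cells: KB-V1 MDR subline, 72 h at 37 degrees C with compound. Analysis: corrected, normalized data fitted to concentration-effect curves.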
# Active calls of the source: *; ? = inconclusive; / = not tested or not shown; & = joins results of further samples; [ ] = dose if it differs, or a comment. Unless noted, calls follow the shape of the dose curve; as a rule, active = well fitted curve in the direction sought with a large enough effect; inconclusive = small, poorly fitted or top-dose-only effect, or another doubt; inactive = no such curve, though single readings can be large; an effect the other way counts as inactive or inconclusive.
SMILES,IL-1B inflam inh,MCF10A rerep,HEK293 tox,SW480 rereplic,HT1080NT lethal,D3 ag,HT1080 IDH1KD tx,KB-3-1 tox,KB-V1 cytotox
CC1(C)CC(=O)c2sc(NC(=O)CN3C(=O)CCC3=O)nc2C1,-3,-2%,5%,-7%,-7%,-1,2%,-16%,-17%
COc1ccc(N(C(=O)c2ccccc2C)S(=O)(=O)c2ccc(C)cc2)cc1,/,/,-3%,/,/,-25,/,0%,-21%
O=C1C=CC(=O)N1CCCCCCCCCCN1C(=O)C=CC1=O,-87*,?,?,6.5µM*,?,-19,?,?,-17%
COc1cccc(NC(=O)CCC2CCN(C(=O)c3sccc3C)CC2)c1,0,8%,2%,-3%,-12%,-16,-9%,/,/
COc1ccc(C(=O)Nc2nnc(S(=O)(=O)N(C)Cc3ccc(F)cc3)s2)cc1OC,36,?,-4%,-21%,-15%,-3,-9%,-4%,-2%
CC1CCN(CCC(=O)N2CCCc3c2c(=O)oc2ccc(O)cc32)CC1,-23,2%,-11%,-15%,10%,-8,6%,1%,-2%
COC(=O)c1sccc1NC(=O)CC1C(=O)NCCN1C(=O)Nc1ccc(F)cc1F (stereo not drawn),5,6%,-17%,-5%,5%,-4,-4%,2%,7%
N#CC1=C(S)N(c2ccc(F)cc2)C(c2ccco2)NC1=O (stereo not drawn),2,8%,-2%[7.66 µM],?,26%,-5,6%,-3%,-7%
CC(=NNC(N)=S)c1ccc2cc3c(cc2c1)OCO3,?,/,?,/,-10%,-5,-24%,?,0.58µM*
COc1ccc2c(c1O)Cc1ccccc1C2=O,-14,-5%,-13%,2%,20%,7,18%,-4%,-25%
COc1cc2c(cc1OC)CN(Cc1cc(=O)oc3cc(C)c(Cl)cc13)CC2,24,26%,1%,-3%,23%,11,16%,-1%,-2%
CC(=O)N/N=C(\C)CC(=O)NC(C)(C)C,-6,9%,-7%,1%,15%,0,0%,-2%,12%
COc1ccc2[nH]c(=O)c(CN(Cc3cccs3)S(=O)(=O)c3c(C)ccc4nsnc34)cc2c1,?,17%,-7%,1%,-24%,17,?,?,?
CN1CCN(S(=O)(=O)c2ccc(Cc3ccc(S(=O)(=O)N4CCN(C)CC4)cc3)cc2)CC1,1,21µM*,-1%,9%,-19%,1,-23%,-5%,-9%
CC(OC(=O)CN1C(=O)NC(C)(C)C1=O)C(=O)c1ccccc1 (stereo not drawn),18,-1%,7%,-6%,10%,1,14%,-2%,12%
COc1cc(CNC(C)C)ccc1OCC(=O)Nc1cccc2ccccc12,-20,-4%,1%,3%,-8%,-22,-12%,/,/
Cc1ccc(NS(=O)(=O)c2ccc(NC(=O)CSc3ccc(Cl)cc3)cc2)c(C)c1,-14,?,-20%,?,16µM*,1,?,?,-22%
Cc1ccc(OCC(=O)N(Cc2cccs2)C2CCS(=O)(=O)C2)cc1 (stereo not drawn),/,-25%,-3%,-2%,-9%,-8,-7%,-6%,?
COc1cc(/C=N/NC(=O)[C@H](Cc2c[nH]c3ccccc23)NC(=O)OCC(C)C)cc([N+](=O)[O-])c1O,-9,-2%,-29%,-2%,-9%,-11,2%,-9%,-6%
COc1ccc2nc(NC(=O)C3CCN(S(=O)(=O)c4cnc[nH]4)CC3)sc2c1,-23,0%,0%,-4%,-8%,-3,-10%,1%,31%
O=C(c1ccccc1)c1ccc(OCCCN2CCCC2)cc1,1,?,-4%,-1%,17%,-14,4%,-4%,0%
CCOc1ccc2c(S(=O)(=O)O)cccc2c1[N+](=O)[O-],5,1%,2%,-5%,5%,1,18%,-15%,1%
CCOc1ccc(NC(=O)Cn2c(=O)n(CCCC(=O)NCc3ccc4c(c3)OCO4)c(=O)c3ccccc32)cc1,/,/,-8%,/,/,1,/,1%,25%
CC(C)N(Cc1ccccc1)C(=O)CN1C(=O)COc2ccc(S(=O)(=O)NC3CCCC3)cc21,?,12%,1%&-11%,-8%,-2%,-1&-6,-17%,1%&-2%,-38%&10%
COc1cc(CCCN2C(=O)C(=O)NC[C@@H]2CCCCN)cc(OC)c1OC,-5,-7%,0%,-6%,-18%,-14,2%,1%,?
# Continuation.
SMILES,IL-1B inflam inh,MCF10A rerep,HEK293 tox,SW480 rereplic,HT1080NT lethal,D3 ag,HT1080 IDH1KD tx,KB-3-1 tox,KB-V1 cytotox
O=C(Nc1ccc(Cl)cc1)C1Cc2c(-c3ccc(Cl)cc3)ccnc2O1 (stereo not drawn),-11,/,-9%,/,?,-5,?,-16%,0%
Cc1ccc(C2CN(CCC(N)=O)C(=O)CO2)cc1 (stereo not drawn),36,0%,7%,-5%,13%,0,12%,10%,2%
O=S(=O)(NCC1CCCO1)c1cccc(S(=O)(=O)N2CCCC2)c1 (stereo not drawn),12,9%,17%,-5%,0%,2,-1%,0%,15%
CCc1ccc(NC(=O)C2CCN(S(=O)(=O)c3ccc4c(c3)CC(C)N4C(C)=O)CC2)cc1 (stereo not drawn),23,9%,-22%,-9%,-3%,7,-1%,?,-11%
CN1CCN(C(=O)c2ccccc2NC(=O)CCN2C(=O)c3ccccc3C2=O)CC1,0,9%,-8%,-2%,15%,-1,14%,7%,5%
CCCn1c(-c2ccccc2)cc(SC)c(C#N)c1=O,-13,5%,-2%,5.8µM*,-2%,5,-6%,-12%,-2%
Nc1nnc(SCC(=O)NC23CC4CC(CC(C4)C2)C3)s1,7,0%,-2%,-16%,-3%,4,0%,7%,5%
COc1ccc(NC(=O)C(=O)NCC(c2ccco2)N2CCc3ccccc32)cc1 (stereo not drawn),-1,22%,-12%,?,2%,-5,?,?,?
CC(C)c1ccc(OCC(=O)N2CCN(c3ccccn3)CC2)c(Br)c1,1,0%,-2%,-1%,-3%,0,-8%,0%,?
COc1ccc2oc3cc(NCCN(C)C)ccc3c(=O)c2c1,/,/,141%[activator],/,?,-10,?,-2%,0%
CC(C)(C)NC(=O)N1CCn2cccc2C1c1ccccc1F (stereo not drawn),-22,3%,7%,-2%,0%,4,1%,2%,-6%
COC(=O)[C@@]12CCCN1[C@H](c1ccc(-c3ccccc3)c(OC)c1)[C@H]1C(=O)N(C)C(=O)[C@H]12,7,-5%,-5%,-4%,6%,-8,5%,21%,17%
Cc1cc(F)ccc1-c1cc(C(=O)NCC2CCCCC2)[nH]n1,?,/,-4%,/,-8%,-18,-3%,0%,-3%
Cc1cccc(-c2noc(-c3cccnc3NCc3ccccc3Cl)n2)c1,/,/,4%,/,/,0,/,7%,11%
O=C(N/N=C/c1cccc([N+](=O)[O-])c1)C1COc2ccccc2O1 (stereo not drawn),-3,1%,-2%,-9%,-6%,0,-3%,0%,-18%
COc1ccc(CCNC(=O)C(=O)N2CCCC2)cc1OC,39,1%,4%,-6%,-1%,8,16%,1%,-3%
CNS(=O)(=O)Cc1ccc2[nH]cc(CCN(C)C)c2c1,?,?,-20%&1%,-7%&-6%&2%,-20%&21%,3&5&-9,-29%&16%,?,10%&-9%
CS(=O)(=O)Nc1ccccc1C(=O)NCc1ccco1,9,0%,1%,-3%,14%,-3,12%,-2%,19%
COc1cc(CCCN2C(=S)NC[C@@H]2Cc2ccccc2)cc(OC)c1OC,-27,?,2%,-1%,8%,0,0%,-1%,?
O=C(Nc1nnc(CCc2ccccc2)s1)c1cccc(F)c1,-19,9%,0%,-1%,11%,-5,0%,-12%,-22%
CC(C)(C)NC(=S)N1CCC2CC1c1cc(-c3ccc4c(c3)OCO4)ccc12 (stereo not drawn),-2,/,1%,/,13%,-1,5%,0%,-1%
Cc1c(C(=O)O)cnc2cc(-c3ccc(Cl)cc3)nn12,2,12%,-5%,-2%,-8%,-6,-11%,-1%,?
O=C(O)C1C2CCC(C2)C1C(=O)NCCc1cccc(Cl)c1 (stereo not drawn),19,-6%,-3%,-4%,0%,10,-7%,-8%,10%
COc1ccc(NC(=S)N2CCC(NC(=O)c3ccc(F)cc3)CC2)cc1,13,?,-2%,-87%[inhibitor],25%,-9,0%,4%,7%
COc1ccc(-n2ncc3c(NCc4ccco4)ncnc32)cc1,-5,5%,-1%,-4%,-6%,-6,7%,-29%,21µM*

# Reformatted with values under each structure: entries from further up
# Every second line gives: IL-1B inflam inh	MCF10A rerep	HEK293 tox	SW480 rereplic	HT1080NT lethal	D3 ag	HT1080 IDH1KD tx	KB-3-1 tox	KB-V1 cytotox
> CC(C)(C)NC(=O)N1CCn2cccc2C1c1ccccc1F (stereo not drawn)
 : -22	3%	7%	-2%	0%	4	1%	2%	-6%
> CCc1ccc(NC(=O)C2CCN(S(=O)(=O)c3ccc4c(c3)CC(C)N4C(C)=O)CC2)cc1 (stereo not drawn)
 : 23	9%	-22%	-9%	-3%	7	-1%	?	-11%
> O=C(Nc1nnc(CCc2ccccc2)s1)c1cccc(F)c1
 : -19	9%	0%	-1%	11%	-5	0%	-12%	-22%

# (cont.)
SMILES,IL-1B inflam inh,MCF10A rerep,HEK293 tox,SW480 rereplic,HT1080NT lethal,D3 ag,HT1080 IDH1KD tx,KB-3-1 tox,KB-V1 cytotox
CCOc1ccc(-c2cccc(NC(=O)c3ccc(Br)o3)c2)nn1,-11,5%,5%,-11%,-13%,-17,0%,7%,-18%
NC(=O)c1c(-c2ccc(Cl)cc2Cl)csc1NC(=O)Cc1ccccc1,-3,23µM*,-25%,-15%,?,-7,?,?,?
CCOc1ccc(C(=O)NC(=S)Nc2ccc(NC(=O)c3ccco3)c(C)c2)cc1[N+](=O)[O-],-8,5%,-2%,-5%,17%,-1,0%,20%,?
CCCOc1ccc(F)cc1-c1cc(C(=O)Nc2cc(OC)c(OC)c(OC)c2)[nH]n1,-11,/,?,/,?,14,?,?,?
Cc1ccc(/C=N/NC(=O)c2ccc(-n3cnnn3)cc2)cc1,4,15%,-6%,4%,-24%,3,?,-14%,-7%
O=C(NCCOCc1ccc(Cl)cc1)c1ncn[nH]1,-2,0%,-1%,2%,-18%,1,-15%,-1%,-2%
